From PubChem BioAssay
Growth percent in the NCI-60 one-dose screen (48 h, 10 µM unless noted): 100 = growth as untreated, 0 = no growth, -100 = all killed.
HL-60(TB) – HL-60(TB) leukemia cells. AID 1794776. actives 9% (n = 78,000); active = growth percent below 10
* marks the source's active call; other numbers are inactive results; & = joins results of further samples. Some of the compounds tested; the hit share may differ from the screen's.

Start of the data: the first 3 records as a preview:
Compound,HL-60(TB)
Nc1c(I)c(I)c(S(=O)(=O)O)c(I)c1I,101
CC1=NNC(=O)CC1,58&72
CC1=C(NCCN2CCOCC2)C(=O)c2c(OCc3ccccc3)cccc2C1=O,100

Main list (from the top)
Compound,HL-60(TB)
Nc1c(I)c(I)c(S(=O)(=O)O)c(I)c1I,101
CC1=NNC(=O)CC1,58&72
CC1=C(NCCN2CCOCC2)C(=O)c2c(OCc3ccccc3)cccc2C1=O,100
Cn1cnc([N+](=O)[O-])c1N1c2ccncc2Sc2ccncc21,88
CC(=O)Nc1ccc(/C=C2\C(=O)NC(=S)N2/C=C(\C#N)c2ccc([N+](=O)[O-])cc2)cc1,92
COCCOCCOCc1n(Cc2ccc3ccccc3n2)c2ccccc2[n+]1Cc1ccc2ccccc2n1,-43*
Cn1c2ccc(Br)cc2c2c3c(c4c5ccccc5ccc4c21)C(=O)NC3=O,102
C#CCOC(=O)[C@H](CC)[C@H]1CC[C@H](C)[C@H]([C@@H](C)[C@H](O)[C@H](C)C(=O)[C@H](CC)C2O[C@]3(C=CC(=O)[C@]4(CC[C@@](C)([C@H]5CC[C@](O)(CC)[C@H](C)O5)O4)O3)[C@H](C)C[C@@H]2C)O1 (stereo partly specified),33
CN1C[C@]2(NC(=S)N(Cc3ccccc3)C2=O)[C@]2(C1)C(=O)NC1C=CC(Cl)=C[C@H]12 (stereo partly specified),101
CCOC(=O)C1C(=O)C=C(c2ccc(F)cc2)CC1c1sc(N(C)Cc2ccccc2)nc1Cl (stereo unspecified),75
COc1ccc(/C=C2/N=C3N(N=C(CC#N)N3c3ccccc3)C2=O)cc1,106
CC(C)C1=CC2=CC[C@@H]3[C@](C)(CCC[C@@]3(C)C(=O)OCC#CCN3CCCC3)[C@H]2CC1,63
SCCCCCCS,105
Clc1cccc(COc2ccc(Nc3ncnc4onc(-c5ccccc5)c34)cc2)c1,97
CN(C)c1ccc(C(=C2C=CC(=[N+](C)C)C=C2)c2c(O)c(S(=O)(=O)O)cc3cc(S(=O)(=O)O)ccc23)cc1,86
CN(C)c1ccc(C(=O)C(=O)c2ccccc2)cc1,105
NC(=O)C(O)C(Br)(Br)Br (stereo unspecified),97
O=C1c2ccccc2C(=O)N1CN1CCOCC1,90
COc1ccc(-c2[nH]ncc2-c2ccncc2)cc1Cl,98
CCCC(CCC)C(=O)O,104
O=c1cc(CO)oc(C(c2cn(-c3ccc(Cl)cc3)nc2-c2ccc(O)cc2)c2oc(CO)cc(=O)c2O)c1O,109
Cc1ccc(C2SCC(=O)N2NC(=O)c2[nH]c3ccc(F)cc3c2-c2ccccc2)cc1 (stereo unspecified),79
CC(=O)[C@@H]1CC[C@]2(CO)CC[C@]3(C)[C@H](CC[C@@H]4[C@@]5(C)CCCNC(C)(C)[C@@H]5CC[C@]43C)[C@@H]12,136
O=C(Nc1ncc(Cc2cc(C(F)(F)F)ccc2Cl)s1)c1ccc2nnsc2c1,92
COc1ccc(S(=O)(=O)NCCNc2nccc(-n3ccc4cccnc43)n2)cc1,96
Cc1ccc(C2C3CC4CCCCC4N3[C@@]3(C(=O)Nc4cc(Cl)ccc43)C2C(=O)c2nc3ccccc3[nH]2)cc1 (stereo partly specified),1.4*
CC1CCN(C(=O)CCCl)c2ccccc21 (stereo unspecified),112
OCCN(CCO)c1cc2c3ccccc3ccc2c2ccccc12,67
CCn1cc(C2NC(=O)c3cc(F)ccc3N2)c2cccc(Cl)c21 (stereo unspecified),-50*
Fc1cccc(Cl)c1-c1nnc(CN2C=NC3C(N4CCOCC4)=NC=NC32)o1 (stereo unspecified),99
Cc1nn(-c2ccc(F)cc2)c2ncnc(N3CCOCC3)c12,78
O=C(NNC(=S)NCc1ccccc1)c1cc2ccc1CCc1ccc(cc1)CC2,107
COC(=O)C1NC(=S)N(c2ccccc2)C1/C=C/c1ccccc1 (stereo unspecified),112
Cn1c(=O)c2c(ncn2CN2CCCCC2)n(C)c1=O,108
CC(=O)N(Cc1ccccc1)c1nc2c([nH]c3ccccc32)s1,87
O=C(O)COc1ccccc1F,104
Cc1ccc(-c2nc(SCC(=O)c3ccccc3)nc(Nc3ccc(S(N)(=O)=O)cc3)c2C#N)cc1,96
CCc1nc2c([nH]1)c(=O)n(C)c(=O)n2C,120
COC(=O)c1cccc(NC(=O)c2ccc(-c3cccc([N+](=O)[O-])c3)o2)c1,98
O=[N+]([O-])c1ccccc1I,90

Ordered by heavy-atom count (descending): some entries from above
Compound,HL-60(TB)
COC(=O)C1NC(=S)N(c2ccccc2)C1/C=C/c1ccccc1 (stereo unspecified),112
Cc1nn(-c2ccc(F)cc2)c2ncnc(N3CCOCC3)c12,78
Cn1c(=O)c2c(ncn2CN2CCCCC2)n(C)c1=O,108

(next part)
Compound,HL-60(TB)
Nc1c(C(=O)Nc2ccccn2)sc2nc3c(cc12)CCCCCCCC3,39
CN1CCC(c2ccccc2)(c2ccccc2)C(=O)C1,91
O=C(O)/C=C(\CCc1ccccc1)C(=O)O,104
CCOC1CCCC(n2cnc3c(Cl)ncnc32)O1 (stereo unspecified),112
CCCCO[C@@H]1C=C2[C@H]3CC(C)(C)C(=O)C[C@]3(C(=O)O[C@@H]3O[C@H](CO[C@@H]4O[C@H](CO)[C@@H](OC5OC(C)C(O)C(O)C5O)[C@H](O)[C@H]4O)[C@@H](O)[C@H](O)[C@H]3O)CC[C@@]2(C)[C@]2(C)CC[C@H]3C(C)(C)C(=O)CC[C@]3(C)[C@@H]12 (stereo partly specified),49
C#CC(C)(CC)NC(=O)OCC (stereo unspecified),82
CCCCCCCCCC(=O)Oc1ccc(/C(=C(/CC)Cc2ccccc2)c2ccc(OCCN3CCCC3)cc2)cc1,101
C=C(CNCCO)[C@@H]1CC[C@]2(CO)CC[C@]3(C)[C@H](CC[C@@H]4[C@@]5(C)CCC(NCCO)C(C)(C)[C@@H]5CC[C@]43C)[C@@H]12 (stereo partly specified),66
CCC1(CC)CNC(=O)NC1,120
CC(=O)[C@H]1CC[C@]2(C)[C@@H]1CC[C@@H]1[C@@]3(C)CC(CCC#N)(CCC#N)C(=O)C(C)(C)[C@@H]3CC[C@]12C,103
N#Cc1ccc(NC(=O)CSc2ccc(-c3ccc(Cl)cc3)nn2)cc1,60
CCOC(=O)C(Cc1ccc(OC)c(OC)c1C)(NC(C)=O)C(=O)OCC,111
COc1ccc(-c2nnc(COc3ccccc3Cl)o2)cc1,118
O=C(O)c1ccc(Cl)cc1O,97
COc1ccc(-c2nn(C(=O)NCCN3CCCCC3)cc2-c2ccncc2)cc1Cl,99
O=[N+]([O-])c1cc(-c2nnc(Cn3c(COc4cccc5ccccc45)nc4ccccc43)o2)cc([N+](=O)[O-])c1,76
COc1cc(-c2nn(-c3ccccc3)cc2-c2ccnc(NCCNS(=O)(=O)c3ccccc3)n2)ccc1Cl,97
CSc1ncc(C)c(=O)[nH]1,94
Nc1nc2c(F)c(F)c(F)c(F)c2s1,110
COc1ccc(/C=C2/CN(C(=O)c3ccccc3F)C/C(=C\c3ccc(OC)cc3)C2=O)cc1,51
O=C(CCn1cnc2c(cc(-c3ccccc3)n2-c2ccccc2)c1=O)Nc1ccccc1,106
CCCCCCNP(=O)(OCC)OCC,75
Cc1sc2nc(N3CCCCC3)[nH]c(=O)c2c1C,102
NC(=S)N/N=C/c1ccc(OC(=O)COc2ccc(Cl)cc2)cn1,19
COc1cc(C=Nc2cccc(Br)c2)ccc1N(CCCl)CCCl,71
O=C(Nc1ncc(Cc2ccccc2)s1)c1ccc2c(c1)OCCCO2,12
COc1cc(-c2nc(SCC(C)C)nc(N3CCOCC3)c2C#N)cc(OC)c1OC,90
CC1(C)COC(=S)N1,80
NS(=O)(=O)c1cccc([N+](=O)[O-])c1,78
COc1ccc2cc(C(C)C(=O)Nc3ccc(C(=O)Nc4ccc(S(=O)(=O)Nc5ncccn5)cc4)cc3)ccc2c1 (stereo unspecified),108
C#C[C@]1(O)CCC2C3CCC4=C(CCC(=O)C4)C3CC[C@@]21C (stereo partly specified),104
O=C(Nc1ccc(Br)cc1)N1CCN(C(=O)Nc2ccc(Br)cc2)CC1,103
CC1(O)CCC2CC3OC3(CO)CCC3OC3(C)CCC1C2(C)C (stereo unspecified),145
Nc1ccc(O)c2ccccc12,89
C=CCn1c(-c2ccccn2)n[nH]c1=S,93
COc1ccc(CC(C)=C(c2ccc(OCCN3CCCCCC3)cc2)c2ccc(OCCN3CCCCCC3)cc2)cc1,-60*
Cc1ccc(/C(=N\N=C(N)N)C2CC2)cc1C,104
COc1cccc(-c2nn(C)c3sc(C(=O)NCCN4CCN(c5ccccc5F)CC4)cc23)c1,8.1*
N#C/C(=C\c1ccc2c(c1)OCO2)C(=O)Nc1sc2c(c1C#N)CCCC2,99
c1ccc2c(c1)CCCN2c1nc(N2CCCCC2)nc(N2CCOCC2)n1,95
O=C(CSc1nc2sc3c(c2c(=O)n1-c1ccc(Cl)cc1)CCCC3)Nc1nc(-c2ccc(Cl)cc2)cs1,100
C#Cc1cnc(Nc2ccc(OC)cc2)nc1NCCCNC(=O)C1CCC1,42
CN(C)c1nc(Cl)nc2c1nc(Cl)n2C1CCCCO1 (stereo unspecified),71
COc1ccc(N=Nc2c(N)nn3c2NC2=C(CCC/C2=C/c2ccc(Cl)cc2)C3c2ccc(Cl)cc2)cc1 (stereo unspecified),106
COc1cc2c(cc1-c1c(C)noc1C)ncc1nc(C3CCOCC3)n([C@H](C)COC(F)F)c12,27
Ic1ccccc1I,94
COc1cc2cc(Sc3ccc(NC(=O)c4ccc(Cl)c(C(F)(F)F)c4)cc3)c(C)nc2cc1OC,99
CC/C(=C\c1ccccc1O)c1ccncc1,109
CC(C)CNCCOC(=O)c1ccc(N)cc1,57&69&101
COc1c(/C=N/N=c2sc(C(C)=O)nn2-c2ccc(C)cc2)c(O)cc2oc(C)cc(=O)c12,104&98
Cc1c(C(=O)/C=C/c2ccc(N(C)C)cc2)nnn1-c1ccc(Br)cc1,77
CSC(=S)OC(C)CC(C)C (stereo unspecified),85
CC1(C)CC(=O)C(/C=N/C(=S)NCCc2ccccc2)=C(O)C1,106
CC1(C)CC[C@]2(C(N)=O)CC[C@]3(C)C(=CC[C@@H]4[C@@]5(C)CCC(=O)C(C)(C)[C@@H]5CC[C@]43C)[C@@H]2C1,81
CN(C)N=Nc1c(Br)cc(Br)cc1Br,98
CC(C)(C)c1ccc(S(=O)(=O)Oc2ccc3c(ccn3C(=O)C34CC5CC(CC(C5)C3)C4)c2)cc1,110
O=C(Cn1cc(-c2ccc(F)cc2)nn1)Nc1nc2ccccc2s1,98
Cc1ccc2oc(=O)cc(/C=N\Nc3nc(-c4ccc(Cl)cc4Cl)cs3)c2c1,86
CN1C(=O)CNC(=O)[C@H](NC(=O)c2nc3ccccc3cc2O)CSSC[C@H]1C(=O)NCCc1nc2ccccc2cc1O,-37*
CCOc1ccc(-c2nonc2NC(=O)c2cccc(C)c2)cc1OCC,73

Four entries from above, field by field:
> Ic1ccccc1I
  HL-60(TB): 94
> CSC(=S)OC(C)CC(C)C (stereo unspecified)
  HL-60(TB): 85
> CC(C)(C)c1ccc(S(=O)(=O)Oc2ccc3c(ccn3C(=O)C34CC5CC(CC(C5)C3)C4)c2)cc1
  HL-60(TB): 110
> CC(C)CNCCOC(=O)c1ccc(N)cc1
  HL-60(TB): 57&69&101

Next part.
Compound,HL-60(TB)
CCCC(C)NCCCCCNc1cc(OC)cc2cccnc12 (stereo unspecified),91
Cc1oc2ccc(O)c(CN3CCCCCC3)c2c1C(=O)Nc1ccc(C(F)(F)F)cc1,83
O=c1ccc(N=Nc2ccc(S(=O)(=O)Nc3nncs3)cc2)c(O)[nH]1,105
CCn1cc(C(=O)N/N=C(\C)c2cccs2)c(=O)c2ccc(C)nc21,110
COc1ccc(-c2nc(N/N=C/c3cccc(Br)c3)nc(N3CCOCC3)c2C#N)cc1,11
COc1ccc2c(NCCCCCCCCNc3c4ccccc4nc4cc(OC)ccc34)c3ccccc3nc2c1,-92*
O=C1C=CC(=Nc2ccc(O)c3ncccc23)c2cccnc21,78
O=c1/c(=C\C=C\c2ccccc2)sc2n1CCN=2,102
CNCCNc1nc2ccccc2c2c(=O)c3cc(F)ccc3sc12,-33*
CCOC(=O)c1sc2nc(-c3ccc(O)cc3)nc(N3CCOCC3)c2c1C,57
Nc1nc(-c2cc(C(c3ccccc3)c3ccccc3)nc(N)n2)cc(C(c2ccccc2)c2ccccc2)n1,57
CCCCCCCCCCCC(=O)OC(C)C(=O)NCCCC (stereo unspecified),99
CCCC(=O)OC(NC(=O)NC(OC(=O)CCC)C(Cl)(Cl)Cl)C(Cl)(Cl)Cl (stereo unspecified),104
COc1ccc(/C=C/C=C/C(=O)c2ccc(NC(=O)Nc3ccc([N+](=O)[O-])cc3)cc2)cc1,65
CCOc1ccc(NC(C)=O)c([N+](=O)[O-])c1,98&115
C=C(C)[C@@H]1CC[C@]2(C=NCCC(=O)O)CC[C@]3(C)[C@H](CC[C@@H]4[C@@]5(C)CCC(=NCCC(=O)O)C(C)(C)[C@@H]5CC[C@]43C)[C@@H]12,102
CC(=O)OCC1OC2OC(C)(C)OC2C1O (stereo unspecified),99
CN(C)c1c([N+](=O)[O-])cc(N2C(=O)C=CC2=O)cc1[N+](=O)[O-],103&58
Cc1ccc(CSc2nc(-c3ccc(F)cc3)c(C#N)c(N3CCOCC3)n2)cc1,99
CCCCNCC(O)c1cc(-c2ccc(C(F)(F)F)cc2)nc(-c2ccc(C(F)(F)F)cc2)c1 (stereo unspecified),-49*
